# HepG2 viability: HepG2 cytotoxicity, counter-screen for TGF-b inhibitors | HepG2 CAGA-GFP viability, ATP luminescence, 18 h | Potency, µM (highest dose often 46.1 µM), inactives show top-dose activity change, negative = cytotoxicity, hits mostly cytotoxic | 410,000 compounds, 0.76% hits; further: some results filed as inactive show a strong effect at the top dose
#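 CellTiter-Glo luminescence gave cytotoxicity after 18 hours at 37 degrees C. The cells were HepG2 CAGA-GFP in 1% FBS DMEM, stimulated with 500 pg/mL TGF-beta after compound addition. %Activity was normalised to no-cell wells (complete cell-killing) and DMSO (no toxicity), and curves were fitted and classified.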
# EPAC2 antagonist: EPAC2 (human) antagonism. Q8WZA2. EPAC2 GEF exchange of Rap1B-BODIPY-GDP, fluorescence. Potency, µM (doses to about 114 µM), for the others: top-dose activity, negative = inhibition, actives largely listed as inhibitors. 360,000 compounds, 0.18% hits. AID 720708; further: on the % scale 0 is the no-effect control and ±100 the full control effect; nearly all actives have a fitted effect of over 45% in size; many of its hits are not listed in these tables
# Target sequence (Q8WZA2 whole entry, looked up): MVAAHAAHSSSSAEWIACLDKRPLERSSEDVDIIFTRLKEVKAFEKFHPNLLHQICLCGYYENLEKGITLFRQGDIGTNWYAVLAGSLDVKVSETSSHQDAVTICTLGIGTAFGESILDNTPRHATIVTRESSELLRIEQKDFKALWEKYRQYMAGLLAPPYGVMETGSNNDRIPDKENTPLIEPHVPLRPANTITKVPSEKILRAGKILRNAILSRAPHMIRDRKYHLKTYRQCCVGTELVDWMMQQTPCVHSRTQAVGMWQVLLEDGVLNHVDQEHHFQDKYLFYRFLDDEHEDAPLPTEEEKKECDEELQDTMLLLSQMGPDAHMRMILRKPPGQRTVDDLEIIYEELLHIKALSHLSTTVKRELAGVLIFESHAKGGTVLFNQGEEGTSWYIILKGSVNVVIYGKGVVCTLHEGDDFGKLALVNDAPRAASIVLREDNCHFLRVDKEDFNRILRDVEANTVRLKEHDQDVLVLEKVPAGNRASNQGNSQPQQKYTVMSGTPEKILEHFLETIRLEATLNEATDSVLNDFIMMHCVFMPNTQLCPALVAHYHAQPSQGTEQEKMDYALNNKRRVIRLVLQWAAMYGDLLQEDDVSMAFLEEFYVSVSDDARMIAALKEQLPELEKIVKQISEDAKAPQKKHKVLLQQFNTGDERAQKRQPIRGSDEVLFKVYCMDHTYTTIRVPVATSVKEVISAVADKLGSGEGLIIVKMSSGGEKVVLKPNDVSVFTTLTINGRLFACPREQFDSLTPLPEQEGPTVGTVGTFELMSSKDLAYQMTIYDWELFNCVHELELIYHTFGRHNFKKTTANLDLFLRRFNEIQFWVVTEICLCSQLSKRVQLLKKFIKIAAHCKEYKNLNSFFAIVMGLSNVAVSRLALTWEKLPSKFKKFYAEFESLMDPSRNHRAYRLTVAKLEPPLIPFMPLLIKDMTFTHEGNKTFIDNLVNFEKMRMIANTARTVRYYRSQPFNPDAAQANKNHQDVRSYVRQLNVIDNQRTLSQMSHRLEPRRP
# MCF10A rereplic: induces DNA re-replication in MCF 10a normal breast cells; AID 624296; 350,000 compounds, 2.9% hits; Potency, µM (titrated, usually from 46.1 µM), inactives show at the top dose activity, positive = re-replication, actives largely listed as activators; MCF 10A DNA re-replication, Hoechst nuclear intensity, 48 h; further: % of control where 0% means no effect; nearly all actives have a fitted effect of over 50% in size
# Nrf2 ARE act: activates Nrf2 signaling. AREc32 ARE-luciferase reporter (MCF7-derived line), luminescence, 24 h. Potency, µM (doses to about 46.1 µM), without a hit: top-dose activation, most hits filed as activators. 410,000 compounds, 0.31% hits. AID 624171; further: % of control where 0% means no effect; nearly all actives have a fitted effect of over 65% in size
#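 Luminescent ARE reporter assay in AREc32_Fluc cells: overnight plating at 37 deg C, 24 hr compound incubation, Steady-Glo added, 30 min RT before reading.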
# ATXN2 expr inh: inhibitors of ATXN2 expression. AID 1745845. HEK-293 ATXN2-luciferase reporter, luminescence, 24 h. Potency, µM (doses to about 57 µM), inactives show top-dose activity change, negative = inhibition, usual class: inhibitors. 360,000 compounds, 0.72% hits; further: on the % scale 0 is the no-effect control and ±100 the full control effect; nearly all actives have a fitted effect of over 55% in size
#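 qHTS (up to 57 uM final) was run with 24 h compound exposure of reporter cells at 37 °C. Each well was multiplexed: SteadyGlo luminescence measured ATXN2-luciferase expression after a fluorogenic Gly-Phe-AFC viability readout (25 uM final).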
# A549 tox: A549 cytotoxicity, counter-screen for Nrf2 inhibitors. AID 504648. 390,000 compounds, 0.16% hits. A549 ARE-Fluc cells, CellTiter-Fluor viability, 18-24 h. Potency, µM (top dose mostly 46 µM), without a hit: at the top dose activity change, negative = cytotoxicity, most hits filed as inhibitors; further: on the % scale 0 is the no-effect control and ±100 the full control effect
#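 A549 ARE-Fluc cells in 5% FBS OPTI-MEM, 5000 cells/well, rested 2 h then exposed to compounds in concentration-response for 18-24 h at 37 °C. Viability by CellTiter-Fluor fluorescence (Ex 405/Em 525) after 30 min; luciferase luminescence (BugLite, 15 min, RT) read afterwards.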
# Nrf2 inh: inhibitors of Nrf2 signaling; A549 ARE-Fluc reporter, luciferase luminescence, 18-24 h; Potency, µM (titrated, usually from 46 µM), for the others: top-dose activity change, negative = inhibition, most hits filed as inhibitors; 360,000 compounds, 2.1% hits; further: on the % scale 0 is the no-effect control and ±100 the full control effect; nearly all actives have a fitted effect of over 60% in size
#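 Quantitative HTS in A549 cells stably bearing an antioxidant response element-firefly luciferase construct. Inhibition of Nrf2-driven transcription was scored by luminescence after 18-24 h of compound exposure at 37 °C.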
# S2 tox: viability counter-screen for ATXN expression inhibitors; AID 651635; 400,000 compounds, 0.49% hits; S2 cells (HEK-293 line with an ATXN2-luciferase reporter) viability, CellTiter-Fluor protease fluorescence, 24 h; Potency, µM (top dose mostly 56.7 µM), most hits filed as cytotoxic; further: nearly all actives have a fitted effect of over 40% in size
# TGFb inhibitor: blocks TGF-b signaling; HepG2 CAGA-GFP TGF-b/SMAD3 reporter, GFP fluorescence, 18 h; TGF-beta stimulated, 500 pg/mL final; Potency, µM (series often up to 46.1 µM), for inactives: at the highest dose activity, negative = inhibition, actives largely listed as inhibitors; 410,000 compounds, 1.2% hits; AID 588855; further: on the % scale 0 is the no-effect control and ±100 the full control effect; nearly all actives have a fitted effect of over 65% in size
#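 Per well, imaged GFP fluorescence of HEPG2 CAGA-GFP cells gives the signal; cells get compound, then TGF-beta (500 pg/mL final), 18 h at 37 degrees C; %Activity versus -TGF-beta and +DMSO controls.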
# The depositor's hits bear a star; i = inactive; ? = inconclusive; / = no result given; & = joins results of further samples; [ ] = dose if it differs, or a comment. The call rests on the fitted dose curve; in most records, active means well fitted curve in the direction sought with a large enough effect; inconclusive means small, poorly fitted or top-dose-only effect, or another doubt; inactive means no such curve, though single readings can be large; an effect the other way counts as inactive or inconclusive. Potency means the concentration at half of the fitted maximal effect. An excerpt; the hit share may differ from the screen's.
1	COc1ccc(-n2nc(C(=O)NCC(=O)NCCCN3CCOCC3)c3ccccc3c2=O)c(OC)c1
2	CC(C)NC(=O)/C(=C/c1cn(-c2ccccc2)nc1-c1cccc([N+](=O)[O-])c1)NC(=O)c1ccccc1
3	CC(C)CC(NS(=O)(=O)c1ccc2[nH]c(=O)c(=O)[nH]c2c1)C(=O)O (configuration not stated)
4	CCC(C)c1ccccc1N1CC(C(=O)Nc2cccc(S(=O)(=O)N3CCOCC3)c2)CC1=O (configuration not stated)
5	O=C1NCCCN1Cc1ccc(F)cc1
6	Cc1cccc(NC(=O)Cc2cccs2)n1
7	CC(C#N)(NC(=O)CN1CCN(S(=O)(=O)c2ccccc2C#N)CC1)C1CC1 (configuration not stated)
8	COc1cccc(CC(=O)Nc2ccc(N3CCOCC3)c(S(=O)(=O)Nc3ccccc3OC)c2)c1
screen / no.	1	2	3	4	5	6	7	8
HepG2 viability	2%	0%	3%	-1%	-15%	-18%	-5%	-2%
EPAC2 antagonist	-1%	11%	15%	-1%	4%	-2%	33%[activator]	-19%
MCF10A rereplic	1%	1%	8%	-7%	-11%	1%	-2%	?
Nrf2 ARE act	0.5%	2.3%	0.2%	-0.7%	-0.8%	0.6%	-0.3%	2.7%
ATXN2 expr inh	-18%	1%	-14%	3%	2%	21%	-10%	10%
A549 tox	-9%	-10%	-4%	-5%	-5%	-4%	1%	1%
Nrf2 inh	1%	-1%	1%	-12%	/	28%	9%	-13%
S2 tox	i	i	i	i	i	i	i	i
TGFb inhibitor	-1%	-9%	?	?	25%	10%	0%	-21%

# The closing 2 records of the part before are carried over, then new ones follow:
7	CC(C#N)(NC(=O)CN1CCN(S(=O)(=O)c2ccccc2C#N)CC1)C1CC1 (configuration not stated)
8	COc1cccc(CC(=O)Nc2ccc(N3CCOCC3)c(S(=O)(=O)Nc3ccccc3OC)c2)c1
9	CCOc1cccc(C2C=C(c3ccc4c(c3)OCO4)NC(c3ccc(Cl)cc3)N2)c1O (configuration not stated)
10	N=C(N)SCP(=O)(c1ccccc1)c1ccccc1
11	Cc1nn(-c2ccccc2)c2nc(=O)n(-c3ccccc3)cc12
12	COc1ccccc1NS(=O)(=O)c1cc(C(=O)N2CCCCCCC2)ccc1C
13	C=CCn1c(C(C)NC(=O)c2cccc(C)c2)n[nH]c1=S (configuration not stated)
14	COC(=O)C[C@H]1C[C@H]2c3cc(NC(=O)Nc4ccc(C(F)(F)F)cc4)ccc3O[C@H]2[C@@H](CO)O1
15	CCCOc1ccc(C(=O)CCCC(=O)c2ccc(OCCC)cc2)cc1
16	CCOc1ccc(NC(=O)Cn2cc(C(=O)CC)c3ccccc32)cc1
screen / no.	7	8	9	10	11	12	13	14	15	16
HepG2 viability	-5%	-2%	-49%	-36%	-71%	11%	-5%	-40%	-16%	-12%
EPAC2 antagonist	33%[activator]	-19%	/	-1%	-1%	-11%	5%	0%	7%	-1%
MCF10A rereplic	-2%	?	/	?	0%[9.22 µM]	12%	-1%	/	-1%	-1%
Nrf2 ARE act	-0.3%	2.7%	/	?	0.1%	0.2%	-1.9%	-0.5%	-0.7%	-0.9%
ATXN2 expr inh	-10%	10%	/	-27%	10%	-11%	/	-29%	2%	/
A549 tox	1%	1%	0%	-13%	9%	?	12%	/	-16%	0%
Nrf2 inh	9%	-13%	-10%	4%	1%	?	20%	/	?	3%
S2 tox	i	i	/	i	i	i	i	?	i	?
TGFb inhibitor	0%	-21%	?	2%	-4%	2%	-1%	4%	-11%	-6%

17	N#CC[C@H](Cc1ccccc1)N1CCN(CCc2ccccc2)CCC1=O
18	CC[C@H]1CCCCc2ccccc2[C@@H](C(=O)C[C@@H](O)CC(C)=O)OC1=O
19	O=C(O)C1CCN(C(=O)CSc2nc3ccccc3s2)CC1
20	CC(C)OCCCn1c(=O)c2ccccc2n2c(CCC(=O)O)nnc12
21	COc1ccccc1Nc1ncc(C(=O)Nc2ccc(OC)c(OC)c2)c2ccccc12
22	O=C(NC(c1ccc(F)cc1)c1ccc2ccccc2n1)C1CCN(CCOc2ccc(Cl)cc2)CC1 (configuration not stated)
23	Cc1ccc(NC(=O)c2cnn(-c3ccccc3)c2NC(=O)c2ccco2)cc1
24	CC(=O)Nc1ccc(S(=O)(=O)Nc2ccc3c(c2)OCCO3)cc1Cl
screen / no.	17	18	19	20	21	22	23	24
HepG2 viability	19%&21%	6%	2%	-9%	-15%&1%	-94%	5%	-27%
EPAC2 antagonist	12%	8%	3%	5%	7%	-6%	-1%	-6%
MCF10A rereplic	21%	-34%[inhibitor]	1%	-17%	2%	/	17%	-1%
Nrf2 ARE act	0.0%	-0.5%	1.6%	-0.8%	0.3%&-0.4%	-2.7%	-0.4%	0.0%
ATXN2 expr inh	1%	6%	8%	-9%	-5%&4%	?	1%	-24%
A549 tox	-2%	-1%	7%	0%	0%&7%	/	-1%	2%
Nrf2 inh	-10%	29%	-12%	-5%	1%[9.27 µM]	/	?	-13%
S2 tox	i	i	i	i	i	14µM*	i	i
TGFb inhibitor	0%&2%	-13%	17%	6%	-12%&0%	16µM*	0%	-17%

25	Cc1ccc(C)c(OCC(=O)Nc2ccccc2C(=O)N2CCN(C)CC2)c1
26	CCN(CC)C(=O)c1[nH]cnc1C(=O)N[C@@H](CC(C)C)C(=O)OCc1ccccc1
27	CC(/C=N/n1c(-c2cc(C)[nH]n2)n[nH]c1=S)=C\c1ccco1
28	CCOc1ccc(/C=C2\SC(=O)N(CCNC(=O)CN3C(=O)NC4(CCCC4)C3=O)C2=O)cc1OC
29	Cc1nn(C(=O)c2cccnc2)c(C)c1Sc1ccccc1
30	COc1ccc(CCC(C)N(C)Cc2ccccc2)cc1 (configuration not stated)
31	O=C(c1cccs1)c1coc2ccc(O)c(CN(CCO)CCO)c12
32	COC(=O)c1ccccc1NC(=O)C1CCCN(c2nnc(-n3cccc3)s2)C1 (configuration not stated)
screen / no.	25	26	27	28	29	30	31	32
HepG2 viability	-17%	-8%	26%	12%	-1%	-32%	-7%	-22%
EPAC2 antagonist	1%	5%	9%	7%	7%	-1%	-2%	-14%
MCF10A rereplic	-10%	1%	3%	1%	1%	-4%	13%	-1%
Nrf2 ARE act	-0.2%	-0.3%	4.7%	-0.5%	-0.2%	1.9%	?	0.6%
ATXN2 expr inh	-4%	-13%	-3%	6%	32%	/	4%	-22%
A549 tox	1%	-1%	-12%	-6%	0%	-3%	2%	-6%
Nrf2 inh	-10%	9%	-9%	-2%	-10%	-18%	18%	-27%
S2 tox	i	i	i	i	i	i	i	i
TGFb inhibitor	-7%	-3%	10%	?	0%	-1%	12%	-23%

# Copied from above for reference:
29	Cc1nn(C(=O)c2cccnc2)c(C)c1Sc1ccccc1
30	COc1ccc(CCC(C)N(C)Cc2ccccc2)cc1 (configuration not stated)
31	O=C(c1cccs1)c1coc2ccc(O)c(CN(CCO)CCO)c12
screen / no.	29	30	31
HepG2 viability	-1%	-32%	-7%
EPAC2 antagonist	7%	-1%	-2%
MCF10A rereplic	1%	-4%	13%
Nrf2 ARE act	-0.2%	1.9%	?
ATXN2 expr inh	32%	/	4%
A549 tox	0%	-3%	2%
Nrf2 inh	-10%	-18%	18%
S2 tox	i	i	i
TGFb inhibitor	0%	-1%	12%

# Further entries follow:
33	O=C(Cc1ccccc1)Nc1ccc(Cl)cn1
34	CCN(CC)S(=O)(=O)c1ccc(NC(=S)NC(=O)C2CCC2)cc1
35	CCOC(=O)c1[nH]c2c(c1Cc1ccccc1)C(=O)CC(c1ccc(C(C)(C)C)cc1)C2 (configuration not stated)
36	CCOC(=O)c1cnc(SC)nc1Oc1cccc(NS(=O)(=O)c2ccc(C)cc2)c1
37	Cc1ccc(S(=O)(=O)c2nnn(-c3ccc(F)c(Cl)c3)c2N)cc1
38	CCn1nc(C)cc1C(=O)N1CCCC(N(C)CCc2ccc(OC)c(OC)c2)C1 (configuration not stated)
39	O=C(NCc1ccncc1)c1cccc(NS(=O)(=O)c2ccc(F)c(F)c2)c1
40	COC(=O)CCC(=O)Nc1ccc(S(=O)(=O)N2CCc3ccccc32)cc1
screen / no.	33	34	35	36	37	38	39	40
HepG2 viability	0%	-13%	6%	5%	-34%	1%	2%	6%
EPAC2 antagonist	-5%	-13%	/	-4%	/	2%	-10%	-4%
MCF10A rereplic	2%	5%	/	?	/	17%	11%	-2%
Nrf2 ARE act	2.6%	0.0%	0.5%	0.0%	0.2%	0.5%	-0.5%	-0.2%
ATXN2 expr inh	3%	-15%	-13%	4%	-11%	-20%	8%	-20%
A549 tox	2%	0%	-1%	-2%	-6%	5%	1%	-5%
Nrf2 inh	5%	-1%	?	-24%	/	?	-9%	5%
S2 tox	i	i	i	i	i	i	i	i
TGFb inhibitor	-13%	-1%	-25%	3%	?	9%	0%	-19%

41	COc1cc(C(=O)c2c(C)c(CCC#N)n3ccccc23)cc(OC)c1OC
42	COc1ccc(Cc2nc3ccc(C(=O)NCCc4ncccc4C)cc3o2)cc1OC
43	NC(=O)c1ccc(NC(=O)C2CCN(S(=O)(=O)Cc3ccccc3)CC2)cc1
44	COc1ccc2nc(SCc3cccc(C)c3)nc(C)c2c1
45	O=C(NCCN1CCC(n2c(=O)[nH]c3ccccc32)CC1)c1cccc2c1-c1ccccc1C2=O
46	CCOc1ccc(N2CC(C(=O)Oc3ccccc3)CC2=O)cc1 (configuration not stated)
47	Brc1ccc(-c2cn3c(n2)SCC3)cc1
48	Cc1ccc(S(=O)(=O)NNC(=O)C2COc3ccccc3O2)cc1 (configuration not stated)
screen / no.	41	42	43	44	45	46	47	48
HepG2 viability	9%	-28%	-7%	3%	/	-45%	-10%	7%
EPAC2 antagonist	11%	1%	/	-1%	-2%	9%	-6%	1%
MCF10A rereplic	2%	/	/	?	/	-7%	-14%	-3%
Nrf2 ARE act	-0.3%	0.1%	-0.3%	6.4%	-0.9%	-0.7%	3.7%	-0.3%
ATXN2 expr inh	7%	/	9%	100%[activator]	6%	6%	28%	5%
A549 tox	-3%	/	6%	14%	/	20%	-1%	1%
Nrf2 inh	-6%	/	12%	23%	/	10%	?	-1%
S2 tox	i	i	i	i	i	i	i	i
TGFb inhibitor	2%	-3%	-5%	-3%	/	-4%	6%	-7%

# Compound activity deposited in PubChem BioAssay by National Center for Advancing Translational Sciences (NCATS).
